Lipid storage S3: qHTS Assay for Lipid Storage Modulators in Drosophila S3 Cells. 0.64% of 320,000 active. Drosophila S3 cells, BODIPY lipid droplet fluorescence, 18-24 h; cells fed with added oleic acid. Potency in µM for hits, for the others lipid storage change, negative = inhibition, % at the top dose, mostly 46.1 µM; active = well fitted inhibition curve with a large enough effect in the signal ratio, with a control signal flat, not every such curve was filed as active; inconclusive = small, poorly fitted or top-dose-only effect, or effect the other way, or a change in a side signal; the % refers to the signal ratio
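Drosophila S3 cells got compounds at several concentrations plus oleic acid (400 uM solution). Laser-scanning cytometry with 488 nm excitation read lipid droplets at 500-530 nm and cells at 575-640 nm. Percent activity was relative to 20 uM Triacsin C.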
Lipid storage S3 cell count max: also measured in Lipid storage S3; calls as there; cell number change, %; measured here: cell count max response;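 cells counted by Cell Tracker Red CMTPX staining in the red channel; peak over a dose series mostly up to 46.1 µM; percent activity relative to internal control wells on each plate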
* = called active by the depositor; i = inactive; ? = inconclusive; . = no result given; [ ] = dose if it differs, or a comment. % is set by controls: 0 for no effect and ±100 for the full control effect; potency is the fitted concentration of half-maximal effect. These rows are one share of the data. The share of hits here may be higher or lower than overall.

Values run as follows: Lipid storage S3	Lipid storage S3 cell count max
> COc1ccc(C(O)C(CN2CCOCC2)c2ccccc2)cc1F (stereo not drawn)
    i	.
> Cc1ccc(-c2nc(C#N)c(N3CCC(C(N)=O)CC3)o2)cc1
    ?	.
> COc1ccc(CNC(=O)CCN2C(=S)NC(C)(C)CC2C)cc1 (stereo not drawn)
    ?	.
> Cc1[nH]c2ccccc2c1/C=N\NC(=O)c1ccco1
    ?	.
> O=C(O)C1CCN(C(=O)COc2ccc(Br)cc2)CC1
    ?	.
> O=C(O)Cc1sc(-c2ccccc2Cl)nc1-c1ccccc1
    10.6%	19.8
> O=C(N/N=C/c1ccsc1)c1cc(-c2cccs2)nc2ccccc12
    ?	.
> CCC(c1nnnn1Cc1ccco1)N(CCN1CCOCC1)Cc1cc2cc(C)ccc2[nH]c1=O (stereo not drawn)
    ?	.
> O=C(Nc1ccccc1F)c1ccc([N+](=O)[O-])s1
    ?	.
> Cc1nn(-c2ccc(F)cc2)c(Cl)c1/C=N/NC(=O)c1cccc(S(=O)(=O)N2CCCC2)c1
    ?	.
> COc1ccc(OC)c(NC(=O)C2CCN(c3ncccn3)CC2)c1
    i	4.0
> CCCCn1ccnc1C(=O)c1ccc(S(=O)(=O)N(CCOC)CCOC)cc1
    ?	.
> CCc1cc2c(SCC(=O)N(CC)c3c(N)n(Cc4ccccc4)c(=O)[nH]c3=O)ncnc2s1
    ?	.
> c1ccc(-c2nc3nc4ccccc4nc3n2CC2CCCO2)cc1 (stereo not drawn)
    ?	.
> CCOC(=O)CCNC(=O)N1CCCC(CNS(=O)(=O)Cc2ccccc2)C1 (stereo not drawn)
    ?	.
> COc1ccc(C(=O)c2oc3ccc(OC)cc3c2NC(C)=O)cc1
    ?	.
> CC(=O)CCC(=O)OCC(=O)c1ccc(C(F)(F)F)cc1
    ?	.
> COc1cccc(C(C(=O)NC2CCCC2)N(Cc2ccc(C)cc2)C(=O)c2ccco2)c1OC (stereo not drawn)
    -6.0%	0.1
> O=C(Nc1ccccc1N1CCCCC1)c1ccc(Cl)c([N+](=O)[O-])c1
    8.7%	-5.4
> COc1cc(CC(NC(C)=O)C(=O)NC2CCN(C(=O)Nc3ccccc3Cl)CC2)cc(OC)c1 (stereo not drawn)
    21.8%	18.4
> c1ccc(Nc2nc(N3CCCCC3)nc(N3CCCCC3)n2)cc1
    ?	.
> CN1C(=O)[C@H]2[C@@H](C3CC3)N3C(=O)CN(CC4CC4)C(=O)[C@@]3(C)[C@H]2C1=O
    ?	.
> CN(C)CCCN(Cc1ccccc1)C(=S)Nc1ccc(SC(F)F)cc1
    ?	.
> O=c1nc2ccccc2c(NS(=O)(=O)c2ccc(Cl)cc2)n1-c1ccccc1
    -5.4%	-0.3
> Cc1ccc(-n2c(C)cc(C)c(C#N)c2=O)cc1C
    0.2%	10.6
> Cc1c(C(=O)O/N=C(\N)c2ccccn2)cccc1[N+](=O)[O-]
    7.8%	7.6
> CC(=O)Nc1ccc(S(=O)(=O)NCC(=O)OCc2ccccc2)cc1
    -0.1%	-0.4
> O=C(CSc1ccc(S(=O)(=O)N2CCCCC2)cn1)Nc1ccccc1Br
    -2.3%	-16.2
> Cc1cc(=O)oc(C)c1C(=O)Nc1c(C)n(C)n(-c2ccccc2)c1=O
    -6.5%	-6.5
> O=C(N/N=C/c1ccccn1)c1cc(C2CC2)[nH]n1
    ?	.

One compound at a time (already shown). Order of values: Lipid storage S3	Lipid storage S3 cell count max
O=C(Nc1ccccc1N1CCCCC1)c1ccc(Cl)c([N+](=O)[O-])c1 in the list: 8.7%	-5.4
O=C(N/N=C/c1ccccn1)c1cc(C2CC2)[nH]n1 in the list: ?	.
COc1cc(CC(NC(C)=O)C(=O)NC2CCN(C(=O)Nc3ccccc3Cl)CC2)cc(OC)c1 (stereo not drawn) in the list: 21.8%	18.4

(continued)
Values run as follows: Lipid storage S3	Lipid storage S3 cell count max
> COc1ccc(-c2csc(N3CCC(C(N)=O)(N4CCCCC4)CC3)n2)cc1
    ?	.
> CCCCC(CC)C(=O)Nc1ccc(C)c(O)c1 (stereo not drawn)
    -1.8%	0.6
> CCCCOc1nc2ccccc2nc1NS(=O)(=O)c1ccc(F)cc1
    ?	.
> CC(=O)c1ccc(S(=O)(=O)N(C)CCCC(=O)N(C)Cc2c(F)cccc2Cl)cc1
    ?	.
> CC(=O)NC(CC(=O)NCc1ccncc1)c1ccccc1 (stereo not drawn)
    i	-20.5
> Cc1ccc(-n2nc3c(=O)n(C(C)C(=O)NCCc4cccs4)nc(C)c3c2C)cc1 (stereo not drawn)
    ?	.
> CC(C)Cn1c(N)c(C(=O)COC(=O)C2=COCCO2)c(=O)n(C)c1=O
    i	17.3
> CCCCN(C)C(=O)c1cc2cc3cc(OC)ccc3nc2o1
    ?	.
> COc1ccc(N2C3=C(C(=O)CC(C)(C)C3)C(c3cnn(C)c3)C3=C2CC(C)(C)CC3=O)cc1
    15.1%	10.1
> COc1ccc(S(=O)(=O)N2CCc3ccccc32)cc1NC(C)=O
    ?	.
> CCc1nc(SCC(=O)Nc2ccc(F)cc2F)c2c(=O)n(C)c(=O)n(C)c2n1
    ?	.
> O=C(CCN1C(=O)C2CC=CCC2C1=O)Nc1nccs1 (stereo not drawn)
    ?	.
> O=C(NCCN1C(=O)S/C(=C\c2ccc(Cl)c(Cl)c2)C1=O)c1ccc2c(c1)C(=O)N(Cc1ccncc1)C2=O
    ?	.
> O=C(CSCc1cccc(Br)c1)NC1CC1
    ?	.
> COc1ccc(C(=O)c2ccc(-c3ccc(OC)cc3)nc2)cc1
    ?	.
> COCCNC(=O)C(C)OC(=O)c1nsc(Cl)c1Cl (stereo not drawn)
    -17.4%	0.5
> Cc1cnc(NC(=O)c2c(-c3ccccc3)noc2C)s1
    2.4%	3.6
> COC(=O)c1ccc(COc2ccccc2/C=N/NS(=O)(=O)c2ccc(C)cc2)cc1
    ?	.
> Cn1c(=O)c(=O)n(C)c2cc(S(=O)(=O)Nc3ccc4c(c3)OCCO4)ccc21
    i	.
> COC(=O)c1c(N)sc2c1CCN(c1ncc(C(F)(F)F)cc1Cl)C2
    ?	.
> Cc1ccc(C(=O)Nc2ccccc2-c2ccccc2)o1
    ?	.
> O=C(Nc1ccc(Cl)c(C(F)(F)F)c1)C1CCCN(S(=O)(=O)c2cnc[nH]2)C1 (stereo not drawn)
    ?	.
> COc1ccc(N2CC(C(=O)Nc3ccccc3N3CCCC3)CC2=O)c(OC)c1 (stereo not drawn)
    ?	.
> O=P(O)(CCc1ccncc1)CN1CCCCC1
    ?	.
> COc1ccc(C2Nc3ccccc3C(=O)N2Cc2ccccc2)cc1CN1CCOCC1 (stereo not drawn)
    0.1%	8.2
> N#Cc1c(N2CCCC2)nc(N)c2c(N)nc(N3CCCC3)cc12
    ?	.
> Cc1c(C(=O)OCC(=O)N2CCCC2=O)oc2ccccc12
    ?	.
> CCc1nnc(NC(=O)c2cccc(C(=O)Nc3nnc(CC)s3)n2)s1
    ?	.
> Cc1cc2ccccn2c1C(=O)c1ccc(Cl)cc1
    ?	.
> CC(=O)NC1C(Oc2ccc(C=O)cc2)OC(COC(C)=O)C(OC(C)=O)C1OC(C)=O (stereo not drawn)
    ?	.
> CCOC(=O)C1CCCN(C(=O)CN2CCN(Cc3ccc(Cl)cc3)C2=O)C1 (stereo not drawn)
    ?	.
> Cc1cccc(NC(=O)CSc2nnc(Cn3cnc4ccccc43)o2)c1
    -3.4%	9.8
> CSc1ccc(/C=C(\NC(=O)c2ccc(C)cc2)C(=O)Nc2cccc(C)c2)cc1
    2.0%	3.5
> COc1ccc(OC)c(Nc2nc(C)nc3c2oc2ccccc23)c1
    ?	.
> Cc1ccc(Cn2ccc(=O)c(OCc3ccccc3)c2C)cc1
    -1.3%	-7.4
> Cc1cccc(-c2nc(NCCCN3CCOCC3)c3ccccc3n2)c1
    ?	.
> O=C(Nc1ccc2c(c1)OCO2)c1cc(-c2cccc(O)c2)on1
    ?	.
> O=C(C1CCC(Cn2c(=O)[nH]c3ccccc3c2=O)CC1)N1CCN(c2ccccc2)CC1 (stereo not drawn)
    -0.1%	18.8
> COc1cc(C)nc(N2CCCC(C(=O)Nc3cccc(Cl)c3C)C2)n1 (stereo not drawn)
    ?	.
> Cc1cc(Nc2ccc(Br)cc2F)n2ncnc2n1
    -3.9%	13.1
> CCCCN(CC)CCNC(=O)c1ccc2c(Cl)c3c(nc2c1)CCC3
    ?	.
> O=C(COC(=O)Cn1cnc2ccccc21)NCCCc1ccccc1
    ?	.
> CN(C)CCCN(C(=O)c1ccc2c(c1)CCCC2)c1nc2ccc(F)cc2s1
    ?	.
> CCCCn1c(N)c(N(CCC(C)C)C(=O)C2CCN(C(=O)c3ccccc3C)CC2)c(=O)[nH]c1=O
    ?	.
> COc1ccccc1NC(=O)CN1C(=O)NC2(CCCCCCC2)C1=O
    ?	.
> Cc1nn(-c2ccccc2)nc1CNC(=O)C1CC1
    7.0%	16.9
> O=C(Nc1ccncc1)C1(c2ccccc2)CCCC1
    ?	.
> Cc1cccc(NC(=O)COc2coc(CN3CCN(c4ccccc4)CC3)cc2=O)c1C
    ?	.
> COc1cccc(N(CC(=O)Nc2cccc(F)c2)S(C)(=O)=O)c1
    ?	.
> CCN(CC)c1ccc(C2C(C(=O)OCCOC)=C(C)NC3=C2C(=O)CC(C)(C)C3)cc1 (stereo not drawn)
    i	0.9
> COc1ccc(C(C)n2c(C)c3c(C)nnc(C)c3c2C)cc1 (stereo not drawn)
    ?	.
> Cc1ccc2nc(/C(C#N)=C\c3ccc(OC(=O)c4cccs4)cc3)[nH]c2c1
    ?	.
> Nc1c(C(=O)C2CC2)sc2nc(-c3ccccc3)cc(C(F)(F)F)c12
    ?	.
> COc1ccc(/C=C/C(=O)NCc2cn(C)nc2C)cc1COc1ccc(Br)cc1
    ?	.
> CCCCn1c(N)c(Sc2ccccc2[N+](=O)[O-])c(=O)[nH]c1=O
    ?	.
> COc1ccc(S(=O)(=O)N2CCCC(C(=O)NCc3cccnc3)C2)cc1OC (stereo not drawn)
    -23.7%[0.0737 µM]	-21.5
> COc1ccc(F)cc1C(=O)C1CCCN(C(=O)CSc2ccccn2)C1 (stereo not drawn)
    ?	.
> COc1ccc(N2CCN(C(=O)c3sc4ncn(CC(=O)N5CCCCC5C)c(=O)c4c3C)CC2)cc1 (stereo not drawn)
    ?	.
> C/C(N)=C(/C#N)C(=O)CSc1nnc(C)n1-c1ccccc1
    -3.1%	-5.0
> CCN1CCN(C(=O)c2ccc3c(c2)c(C)c(C)n3Cc2ccccc2)CC1
    ?	.

(further entries)
Values run as follows: Lipid storage S3	Lipid storage S3 cell count max
> N#Cc1c(-c2ccccc2)nc(-c2ccccc2)nc1N1CCOCC1
    ?	.
> Cc1nc(NC(=O)c2ccc(F)cc2)nc2cc3c(cc12)OCO3
    ?	.
> C[C@@H]1C(NC(=O)c2ccccc2)CC2CC1C2(C)C (stereo partly drawn)
    i	-27.0
> Cc1noc(C)c1S(=O)(=O)N(CC(=O)NCc1ccc(Cl)cc1)c1ccc2c(c1)OCO2
    18.4%[9.22 µM]	.
> COc1ccccc1C(=O)Nc1cc(-c2ccc(C)cc2)no1
    5.9%	-0.3
> COc1cc(NC(=S)NC2CC2)c(OC)cc1Cl
    20.8%	.
> COc1ccc(S(=O)(=O)N(C)C)cc1NC(=O)CSc1ncccn1
    ?	.
> O=C(Nc1ccc(N2CCN(c3ccc(O)cc3)CC2)cc1)Oc1ccccc1
    i	-0.6
> CCCCn1nc2cc(C(=O)NCCc3cccs3)ccc2c1OCC
    i	.
> CCOc1ccc(CCNC(=O)COC(=O)c2ccc(C)s2)cc1OCC
    ?	.
> COc1cc(/C=C2\C(=N)N3N=C(CC(=O)N4CCOCC4)SC3=NC2=O)cc(OC)c1OC
    22.8%	-12.1
> Cc1ccccc1OCC(=O)Nc1cc(Cl)ccc1Oc1ccccc1
    14.9%	-1.2
> Cc1ccc(CC23CN4CCN(CC(C4)C2O)C3)c(C)c1 (stereo not drawn)
    ?	.
> O=C(OCc1ccccc1)C1=[N+]([O-])OC(C(=O)OCc2ccccc2)C1c1c[nH]c2ccccc12 (stereo not drawn)
    ?	.
> O=C(C(c1ccccc1)c1ccccc1)N(Cc1ccco1)C1CCS(=O)(=O)C1 (stereo not drawn)
    9.7%	21.1

Arranged by SMILES length (ascending): some entries from above.
Values run as follows: Lipid storage S3	Lipid storage S3 cell count max
> CCCCn1nc2cc(C(=O)NCCc3cccs3)ccc2c1OCC
    i	.
> N#Cc1c(-c2ccccc2)nc(-c2ccccc2)nc1N1CCOCC1
    ?	.
> O=C(Nc1ccc(N2CCN(c3ccc(O)cc3)CC2)cc1)Oc1ccccc1
    i	-0.6
> O=C(OCc1ccccc1)C1=[N+]([O-])OC(C(=O)OCc2ccccc2)C1c1c[nH]c2ccccc12 (stereo not drawn)
    ?	.

Next entries follow:
Values run as follows: Lipid storage S3	Lipid storage S3 cell count max
> Cc1noc(C)c1C(=O)Nc1ccc(N(C)C)cc1
    -18.4%	-5.4
> COc1ccc(NC(=O)COc2nc3ccccc3nc2N2CCOCC2)c(OC)c1
    ?	.
> CCCc1c(O)nc(SC2CC(=O)N(c3cc(OC)ccc3OC)C2=O)[nH]c1=O (stereo not drawn)
    ?	.
> O=C1N/C(=C/c2ccc(N3CCOCC3)o2)C(=O)N1c1cccc(Cl)c1
    ?	.
> CCOC(=O)C1CCCN(CCC(=O)Nc2ccc(F)c(F)c2)C1 (stereo not drawn)
    ?	.
